Source: PubChem BioAssay
ROC1-CUL1 inh = inhibitors of human ROC1-CUL1 ubiquitin ligase activity. 0.6% of 140,000 active. AID 1347404, 2020. inhibition, % at 10 µM. in vitro K48 di-Ub FRET, acceptor:donor ratio, 45 min; in the data active = inhibition above about 25%
Target sequence (P62877 whole entry, looked up): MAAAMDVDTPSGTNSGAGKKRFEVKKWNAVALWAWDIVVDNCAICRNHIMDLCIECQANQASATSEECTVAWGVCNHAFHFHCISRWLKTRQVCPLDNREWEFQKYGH
Target sequence (Q13616 whole entry, looked up): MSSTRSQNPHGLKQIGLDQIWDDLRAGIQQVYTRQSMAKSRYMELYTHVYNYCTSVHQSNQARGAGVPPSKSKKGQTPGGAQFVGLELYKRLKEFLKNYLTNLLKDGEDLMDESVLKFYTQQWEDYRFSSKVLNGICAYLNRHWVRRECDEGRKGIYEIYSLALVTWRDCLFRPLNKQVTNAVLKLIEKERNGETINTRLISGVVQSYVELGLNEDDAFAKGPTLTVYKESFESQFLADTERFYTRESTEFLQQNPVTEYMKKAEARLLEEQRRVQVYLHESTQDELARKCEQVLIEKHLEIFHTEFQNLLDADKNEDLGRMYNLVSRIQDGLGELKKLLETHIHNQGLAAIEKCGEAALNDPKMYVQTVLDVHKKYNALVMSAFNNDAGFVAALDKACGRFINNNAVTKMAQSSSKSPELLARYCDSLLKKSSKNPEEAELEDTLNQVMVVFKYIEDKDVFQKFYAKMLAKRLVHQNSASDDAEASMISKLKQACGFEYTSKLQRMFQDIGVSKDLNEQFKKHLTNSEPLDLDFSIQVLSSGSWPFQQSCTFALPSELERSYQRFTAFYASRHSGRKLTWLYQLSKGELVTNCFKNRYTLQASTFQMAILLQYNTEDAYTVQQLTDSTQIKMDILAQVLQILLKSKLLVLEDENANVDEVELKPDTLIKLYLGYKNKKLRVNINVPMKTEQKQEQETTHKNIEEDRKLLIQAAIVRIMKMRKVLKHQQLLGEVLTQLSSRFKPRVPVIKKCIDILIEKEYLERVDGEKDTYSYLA
* = called active by the depositor.

ROC1-CUL1 inh,structure
-2.5,O=C(c1cc2ccccc2oc1=O)N1CCSC1c1cccc(Cl)c1 (stereo not given)
3.1,COc1ccc(-c2cc(C(=O)N3CCCCC3C)no2)cc1OC (stereo not given)
-6.3,Cc1ccc(C)c(NC(=O)N2CC=C(c3c[nH]c4ccccc34)CC2)c1
1.3,CN(c1cccc([N+](=O)[O-])c1)C(C)(C)C
-1.3,Cn1c(CNc2cccc(Cl)c2)nnc1SCC#N
2.7,COC(=O)CCC(=O)N(C)C1CCCN(Cc2ccccc2F)C1 (stereo not given)
5.3,CCOc1ccc(S(=O)(=O)N2CCC(N3CCN(Cc4ccc(C)cc4)C(=O)C3=O)CC2)cc1
10.9,CC(=O)N1N=C(c2nc3ccccc3[nH]2)CC1c1ccc2c(c1)OCO2 (stereo not given)
-1.4,N#Cc1cccc(NC(=O)C2CCN(S(=O)(=O)c3ccc4c(c3)CCCN4C(=O)C3CCC3)CC2)c1
-4.8,CCCN1CCc2nc(N3CCN(CC)CC3)ncc2C1
-9.6,NC(=O)CSc1nc(-c2ccccc2)cs1
14.9,Cc1ccc(-n2c(Cn3nc(C(F)F)cc3C(F)F)n[nH]c2=S)cc1
3.8,COc1ccc(-n2c(SCC(N)=O)nc3c(c2=O)C2(CCCCC2)Cc2ccccc2-3)cc1
2.9,Cc1ccc(Oc2cc(-n3ncc(C#N)c3N)ncn2)cc1
-3.2,COc1ccc(-c2noc(CSc3ccccc3)n2)cc1OC
-6.0,Cc1cccc(NC(=O)CSc2nnc(N)n2-c2ccccc2)c1
-0.3,COc1cc(Cl)c(C)cc1NC(=O)c1sc2nc(C)cc(C)c2c1N
7.1,COc1ccccc1NC(=O)c1sc2nc(-c3cc4cc(Cl)ccc4oc3=O)[nH]c(=O)c2c1C
-14.3,CCC(C)NC(=O)Cn1c(=O)n(CC2CCC(C(=O)NC)CC2)c(=O)c2sccc21 (stereo not given)
3.3,CCc1ccc(NC(=O)CC(c2ccc(C)cc2)N2Cc3ccccc3C2=O)cc1 (stereo not given)
-6.1,Cc1ccc(/C=N/NC(=O)CSCc2ccc(Cl)cc2)c(C)c1C
1.1,CCc1ccccc1NC(=O)CSc1nc2c(oc3ccccc32)c(=O)n1-c1ccccc1F
3.5,CCOc1cc2c(cc1/C=C1/SC(=O)N(CC(=O)N3CCN(c4ccccc4)CC3)C1=O)OCO2
-4.3,CCC(Oc1ccccc1F)C(=O)NC1CCCCC1 (stereo not given)
2.9,CCOc1ccc(NS(=O)(=O)c2ccc3c4c(cccc24)C(=O)N3)cc1
-1.3,CC1C=C(Sc2ccccc2)C(=O)O1 (stereo not given)
6.4,CC(C)CCn1c(COc2ccccc2)nc2ccccc21
1.7,CCc1noc(-c2ccc(NCc3ccccc3)c([N+](=O)[O-])c2)n1
-9.6,CCN(c1ccc(C)cc1C)S(=O)(=O)c1nnc(NC(=O)CC(C)C)s1
3.7,CC(=O)Nc1ccc(NC(=O)Nc2sc3nc4n(c(=O)c3c2C)CCC(C)CC4)cc1 (stereo not given)

Later entries.
ROC1-CUL1 inh,structure
0.1,CCC(=O)N[C@@H]1c2ccccc2C2(CCN(Cc3ccc(F)c(OC)c3)CC2)[C@H]1OCCOC
16.1,CC(Oc1ccc(F)cc1)C(=O)N1CCN(c2ccc(F)cc2)CC1 (stereo not given)
15.0,Clc1ccc(-c2nnc(-c3ccco3)nc2N2CCCCC2)cc1
6.4,Cc1cccn2c(Nc3ccc4c(c3)OCCO4)c(-c3ccc(Br)o3)nc12
-2.9,CS(=O)(=O)N1N=C(c2ccccc2)CC1c1ccccc1 (stereo not given)
6.9,COc1cc(CNC2CCCc3c2cnn3-c2ccc(C)c(C)c2)cc2c1OCO2 (stereo not given)
13.3,CCOC(=O)c1cc(C)nn1-c1nnc(C(F)(F)F)s1
2.3,C=CCOc1ccc(C(=O)C2C(=O)C(=O)N(CCN3CCOCC3)C2c2ccc(Cl)cc2)cc1C (stereo not given)
8.7,CC12CCC(C(=O)Nc3ccncc3)(c3nc4ccccc4nc31)C2(C)C (stereo not given)
-4.2,CCc1ccc(OC)c(S(=O)(=O)N2CCN(c3ccc(F)cc3)CC2)c1
9.2,CCOCCn1c(=O)c2c(nc3n2CCN3c2ccc(C)c(C)c2)n(C)c1=O
0.4,COC(=O)C(OS(C)(=O)=O)=C1c2ccccc2-c2ccccc21
-0.1,COCCCNC(=O)C(C)c1ccc(CC(C)C)cc1 (stereo not given)
4.5,COc1ccc(O)c(C2CC(=O)c3c(O)cc(O)cc3O2)c1 (stereo not given)
2.9,O=C(CSc1nnc(-c2ccncc2)n1-c1ccccc1)c1ccc(F)cc1
6.2,CCOC(=O)C1(N2CCOCC2)c2ccccc2-c2ccccc21
5.6,COC(=O)c1ccnc(SCC(=O)c2ccccc2)c1
10.0,CC1(C)CC(=O)c2cn3nc(-c4ccccc4)nc3nc2C1
-2.9,COc1cc(C2C3=C(CCCC3=O)N(CC(=O)O)C3=C2C(=O)CCC3)ccc1OCc1ccc(C)cc1
2.4,Cc1ccc(Nc2nc(N)nnc2-c2ccccc2)cc1
6.8,CN1CCN(C2Cc3ccccc3Sc3ccc(C4CCCC4)cc32)CC1 (stereo not given)
6.5,CCN1CCc2nc3sc(C(=O)c4ccc(F)cc4)c(N)c3cc2C1
4.3,COc1cc(-c2nnc3n2C(=O)CS3)cc(OC)c1OC
-1.0,NC(=O)CN1N=C(c2cc(Cl)sc2Cl)CSC1=O
3.8,Cc1ccc(-n2c(=O)c3ccc(C(=O)NCc4ccccc4Cl)cc3n(CC(=O)Nc3cccc(F)c3)c2=O)cc1
-0.4,CCC(=O)N1CCc2cc(Br)cc(S(=O)(=O)CCC(=O)N(CC)Cc3ccccc3)c21
-4.3,COc1ccc2nc(NC(=O)/C(C#N)=C\c3cccs3)sc2c1
-3.9,CCC(C)Cn1c(-c2cccc(Br)c2)nc2ccccc21 (stereo not given)
7.7,C=CCNC(=S)N1CCc2cc(OC)c(OC)cc2C1c1ccccc1 (stereo not given)
-8.9,Cc1ccc(C(=O)c2oc3ccccc3c2NC(=O)c2cc(-c3ccccc3)on2)cc1

Filtered by structure, those above with a cyano group
ROC1-CUL1 inh,structure
-1.3,Cn1c(CNc2cccc(Cl)c2)nnc1SCC#N
-1.4,N#Cc1cccc(NC(=O)C2CCN(S(=O)(=O)c3ccc4c(c3)CCCN4C(=O)C3CCC3)CC2)c1
2.9,Cc1ccc(Oc2cc(-n3ncc(C#N)c3N)ncn2)cc1
-4.3,COc1ccc2nc(NC(=O)/C(C#N)=C\c3cccs3)sc2c1

Later entries
ROC1-CUL1 inh,structure
-6.1,CCc1ccccc1NC(=O)c1c(NC(=O)c2ccccc2)sc2c1CCCC2
0.3,O=C(Cn1ccc2cc(S(=O)(=O)N3CCCCCC3)ccc21)NCCc1ccccc1Cl
0.9,c1ccc(-c2ccc(-n3cnnc3)nn2)cc1
-3.6,C=CCOc1ccccc1NS(=O)(=O)c1ccc(C)cc1
-7.5,CCOC(=O)c1ccccc1NC(=S)c1ccc(C)cc1
-10.2,Cc1ccc(O)c(NC(=O)c2nn3c(c2Br)NC(c2cccs2)CC3C(F)(F)F)c1 (stereo not given)
5.8,CN1CCN(C(=S)SC(c2ccc(F)cc2)c2ccc(F)cc2)CC1
-7.4,COc1ccccc1-c1c(C)nn2c(-c3ccccc3)cc(-c3ccccc3)nc12
3.1,Cc1ccc(S(=O)(=O)NNC(=O)C2COc3ccccc3O2)cc1 (stereo not given)
-12.9,CSc1ccccc1C(=O)NCCOc1cc(C)ccc1C(C)C
2.1,CCc1ccc(NC(=O)C2CCCN(c3nn4cc(-c5ccc(OC)cc5)nc4s3)C2)cc1 (stereo not given)
0.2,CC(C)CCNc1nc2c(-c3ccccc3)nnn2c2ccccc12
2.5,Cn1ccnc1CNC(=O)c1coc(CN2CCc3ccccc3C2)n1
4.0,CCOc1ccc(NC(=O)C(=O)NCCc2csc(-c3ccc(C(F)(F)F)cc3)n2)cc1
-0.4,CCCc1n[nH]c2c1CN(C(=O)c1cccnc1SC)CC2
-3.2,CCCCCn1c(=O)[nH]c2cc(C(=O)NCc3ccc(F)cc3)ccc2c1=O
2.8,COCCCNc1nc2nonc2nc1NC1CC1
-0.2,CC(C)(C)c1ccc(C(=O)Nc2ccc(C(=O)OCc3cc(=O)n4ccsc4n3)cc2)cc1
-2.2,Cc1ccc(SCc2cc(=O)[nH]c(SCC(=O)n3c(C)c(C)c4ccccc43)n2)cc1
13.2,Clc1ccc(OCc2nnc3n2N=C(c2ccccc2)CS3)c(Cl)c1
3.9,Cc1cc([N+](=O)[O-])ccc1NC(c1nnc(-c2ccccc2)o1)c1ccccc1F (stereo not given)
3.1,Nc1c(C(=O)Nc2ccc(C(=O)O)cc2)sc2nc3c(cc12)CCCC3
-11.5,C/C=C/Cn1c(=O)c2c(nc3n(CC(C)C)c(C)cn23)n(C)c1=O
-16.6,CN=C1S/C(=C\c2cn(Cc3cccc(C)c3)c3ccccc23)C(=O)N1C
0.9,CCOc1ccc(NCc2cccn2-c2nnc(N3CCC(C(=O)NC(C)c4ccccc4)CC3)s2)cc1 (stereo not given)
-4.3,Cc1ccc(S(=O)(=O)n2cc(CO)c3ccccc32)cc1
2.4,Cc1ccc(OC(=O)c2cccc(S(=O)(=O)N3CCOCC3)c2)c(-n2nc3ccccc3n2)c1
0.2,C=CCn1c(-c2ccc(NC(=O)COC)cc2)c[n+]2ccccc12
-2.6,C[C@@H]1CCC(=O)[C@]2(O)CCC3C([C@H]12)C3(C)C (stereo not given in full)
-7.5,CCc1ccc(NC(=O)Cn2c(=O)n(CCCC(=O)NCc3ccc4c(c3)OCO4)c(=O)c3ccccc32)cc1

Entries shown so far that contain a COOH group, in the order listed:
ROC1-CUL1 inh,structure
-2.9,COc1cc(C2C3=C(CCCC3=O)N(CC(=O)O)C3=C2C(=O)CCC3)ccc1OCc1ccc(C)cc1
3.1,Nc1c(C(=O)Nc2ccc(C(=O)O)cc2)sc2nc3c(cc12)CCCC3

3 entries already listed, arranged by the number in ROC1-CUL1 inh, low to high:
structure | ROC1-CUL1 inh
CN=C1S/C(=C\c2cn(Cc3cccc(C)c3)c3ccccc23)C(=O)N1C | -16.6
COc1ccccc1-c1c(C)nn2c(-c3ccccc3)cc(-c3ccccc3)nc12 | -7.4
Nc1c(C(=O)Nc2ccc(C(=O)O)cc2)sc2nc3c(cc12)CCCC3 | 3.1

Exported as comma-separated lines: entries from further up.
canonical_smiles,ROC1-CUL1 inh
Cc1ccc(S(=O)(=O)NNC(=O)C2COc3ccccc3O2)cc1 (stereo not given),3.1
CSc1ccccc1C(=O)NCCOc1cc(C)ccc1C(C)C,-12.9

(further entries)
ROC1-CUL1 inh,structure
4.2,OC(c1ccncc1)c1cccc(Br)c1 (stereo not given)
0.6,CN(c1nc2nonc2nc1NCc1cccs1)C1CCOC1 (stereo not given)
-5.5,Cc1cc(OCC(=O)NNC(=O)c2ccccc2)c(C(C)C)cc1Cl
10.3,Cc1cccc(N2CCN(C(=O)c3sc4nc5n(c(=O)c4c3C)CCC5)CC2C)c1 (stereo not given)
3.4,COC(C(=O)N1CCc2c(cnc(C)c2CNC(=O)CSc2ccccc2)C1)c1ccccc1 (stereo not given)
6.7,COC(=O)c1c(NC(=O)c2ccc(C)c([N+](=O)[O-])c2)sc(C(=O)Nc2cccc([N+](=O)[O-])c2)c1C
-0.2,Cc1cc(NCCNC(=O)C2=CC(C)(C)NC2(C)C)c2cccc(C)c2n1
-4.3,C=CCN1C(=O)/C(=C\c2ccc(C(=O)OC)cc2)C(C(=O)OCC)=C1C
8.9,COc1ccc(N2CCN(C(=O)C34CCC(C)(C(=O)C3)C4(C)C)CC2)cc1 (stereo not given)
-0.3,Cc1cc(C)n2c(SCC(=O)c3ccccc3)nnc2n1
-0.9,CSc1nsc(SC)c1NC(=O)OCC1([N+](=O)[O-])COC(C)(C)OC1
0.8,CCOC(=O)C1=C(C)N(Cc2ccccc2)C(=O)NC1c1cc(OC)c(O)c(I)c1Cl (stereo not given)
-1.9,COc1ccc2c(C)c(CCC(=O)NCc3ccc(OC)c(OC)c3)c(=O)oc2c1
3.2,O=C1OC(c2ccccc2Cl)=N/C1=C\c1ccccc1OC(=O)c1ccc([N+](=O)[O-])cc1
-6.3,O=S(=O)(Nc1nc2ccccc2nc1Nc1ccc(Cl)c(Cl)c1)c1ccc(Cl)cc1
-1.9,CCOC(=O)c1c(Nc2cccc(C(=O)OC)c2)nnc(-c2ccccc2)c1-c1ccccc1
6.5,CN(Cc1ccccc1Cl)Cc1cnc(S(C)(=O)=O)n1CC1CCCO1 (stereo not given)
-2.8,CCC1CCCCN1C(=O)C1C2CCC(O2)C1C(=O)O (stereo not given)
0.3,COc1ccc2c(c1)C1(C)CCCc3c4c(c(=O)n-2c31)C(=O)CC(=O)O4 (stereo not given)
-1.9,N#CC1C(=N)OC2=C(C(=O)CCC2)C1c1ccc(F)c(F)c1 (stereo not given)
-12.3,COc1ccccc1CNC(=O)CSCc1nc(-c2ccc(OC)c(OC)c2)oc1C
-1.7,Cc1ccc(CC(=O)Nc2nc3c(s2)C(=O)CC(C)(C)C3)cc1
1.5,O=C(NCc1ccccc1)NC(NC(=O)c1ccccc1)C(F)(F)F (stereo not given)
9.3,Cc1ccc(Cn2c(CO)cnc2SCC(=O)Nc2ccc(C)c(Cl)c2)cc1
2.2,Cc1ccc(NC(=O)c2cccc3c2C(=O)c2ccccc2-3)cc1
-9.4,CC1CCCN(C(=O)CC2(c3ccc(-c4ccccc4)cc3)CC(=O)N(C3CC3)C2=O)C1 (stereo not given)
-14.9,Cc1ccc(-c2nc(S(=O)(=O)c3ccc(C)cc3)c(N3CCN(c4ccccc4)CC3)o2)cc1
-0.4,CC12CCC(C(=O)N3CCCC3)(OC1=O)C2(C)C (stereo not given)
-4.3,Cn1c(SCC(=O)NCc2cccnc2)nc2sc3c(c2c1=O)CCCC3
5.0,CCCn1c(=O)c2c(nc3n(-c4ccccc4)c(C)c(C)n23)n(C)c1=O

Some of the compounds tested; rates above refer to the full screens.
